IL1B secr inh: qHTS for Inhibitors of Inflammasome Signaling: IL-1-beta AlphaLISA Primary Screen; THP-1 LPS/ATP IL-1B secretion, AlphaLISA, 16 h; active compounds read low; activity change, % at 57.5 µM; 360,000 tested, 4.7% active; in the data active = activity change below about -50%; inconclusive = mostly about -30% to -49%; note: % is set by controls: 0 for no effect and ±100 for the full control effect
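THP-1 cells pretreated 1 hr with compounds (up to 57.5 uM final), then stimulated with LPS (250 ng/mL final) plus ATP (1.25 mM final); secreted IL-1B measured by AlphaLISA after 16 hr, decreased signal indicating inhibition.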
ATXN2 expr inh: Primary qHTS for Inhibitors of ATXN expression; 360,000 tested, 0.72% active; Potency, µM (highest dose often 57 µM), without a hit: at the top dose activity change, negative = inhibition, actives largely listed as inhibitors; HEK-293 ATXN2-luciferase reporter, luminescence, 24 h; AID 1745845, 2022; note: potency is the fitted concentration of half-maximal effect; % is set by controls: 0 for no effect and ±100 for the full control effect; nearly all actives have a fitted effect of over 55% in size
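qHTS (up to 57 uM final) was run with 24 h compound exposure of reporter cells at 37 °C. Each well was multiplexed: SteadyGlo luminescence measured ATXN2-luciferase expression after a fluorogenic Gly-Phe-AFC viability readout (25 uM final).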
KB-3-1 cytotox: qHTS assay for MDR1-selective chemotherapeutics: Primary screen using the parental adenocarcinoma cell KB-3-1; AID 1347075, 2019; Potency, µM (titrated, usually from 46.1 µM), without a hit: at the highest dose activity change, negative = cytotoxic, usual class: cytotoxic; 400,000 tested, 1.4% active; KB-3-1 viability, CellTiter-Glo ATP luminescence, 72 h; note: potency is the fitted concentration of half-maximal effect; % is set by controls: 0 for no effect and ±100 for the full control effect; nearly all actives have a fitted effect of over 60% in size
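Parental KB-3-1 viability, qHTS format: 72 h compound exposure, 37 °C; CellTiter-Glo; media-only wells and DMSO plates as controls; concentration-effect fits on corrected data.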
SW480 rereplic: A quantitative high throughput screen for small molecules that induce DNA re-replication in SW480 colon adenocarcinoma cells; SW480 DNA re-replication, Hoechst DNA content imaging, 48 h; Potency, µM (doses to about 46.1 µM), for inactives: top-dose re-replication activation, hits mostly activators; 340,000 tested, 1.8% active; AID 624297, 2012; note: potency is the fitted concentration of half-maximal effect; % of control where 0% means no effect; nearly all actives have a fitted effect of over 55% in size
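Hoechst fluorescence of nuclei (405 nm excitation, 500-530 nm emission) measured by plate-scanning imager after 48 hr compound exposure at 37 C; re-replication scored as increased number of nuclei with elevated intensity.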
HT1080NT lethal: qHTS for induction of synthetic lethality in tumor cells producing 2HG: qHTS for the HT-1080-NT fibrosarcoma cell line; HT-1080-NT fibrosarcoma viability, CellTiter-Glo ATP luminescence, 48 h; AID 686970, 2013; Potency, µM (highest dose often 46.1 µM), inactives show at the top dose activity, negative = less viability, hits mostly cytotoxic; 360,000 tested, 1.6% active;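 note: NT is the 2HG producing partner of a matched IDH1 knockdown line; potency is the fitted concentration of half-maximal effect; 0% = DMSO-treated cells and -100% = media-only wells without cells; nearly all actives have a fitted effect of over 55% in size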
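Fibrosarcoma NT cells, 750 per well in 5% FBS RPMI, were exposed to compound for 48 hours. Viability: CellTiter-Glo luminescence.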
MCF10A rereplic: A quantitative high throughput screen for small molecules that induce DNA re-replication in MCF 10a normal breast cells; MCF 10A DNA re-replication, Hoechst nuclear intensity, 48 h; Potency, µM (series often up to 46.1 µM), for the others: at the top dose activity, positive = re-replication, usual class: activators; 350,000 tested, 2.9% active; AID 624296, 2012; note: potency is the fitted concentration of half-maximal effect; % of control where 0% means no effect; nearly all actives have a fitted effect of over 50% in size
HT1080 IDH1KD tx: qHTS for induction of synthetic lethality in tumor cells producing 2HG: qHTS for the HT-1080-IDH1KD cell line; HT-1080 IDH1 knockdown viability, ATP luminescence, 48 h; Potency, µM (doses to about 46.1 µM), for the others: at the highest dose activity, negative = toxicity, usual class: cytotoxic; AID 686971, 2013; 360,000 tested, 2% active;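 note: potency is the fitted concentration of half-maximal effect; 0% = DMSO wells and -100% = cell-free medium wells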
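Luminescent ATP read-out (CellTiter-Glo, 10 min at room temperature) after 48 h compound exposure at 37 °C gave viability of IDH1-knockdown HT-1080 cells. Activity was normalised to DMSO and cell-free wells, then fitted as concentration-response curves.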
WRN helicase inh: qHTS for Inhibitors of WRN Helicase | WRN helicase unwinding, fluorescent forked duplex, kinetic | Potency, µM (highest dose often 114 µM), inactives show at the highest dose activity change, negative = inhibition, actives largely listed as inhibitors | 360,000 tested, 0.46% active | AID 651768, 2012; note: potency is the fitted concentration of half-maximal effect; % is set by controls: 0 for no effect and ±100 for the full control effect; nearly all actives have a fitted effect of over 55% in size
Target sequence (Q14191 whole entry, looked up): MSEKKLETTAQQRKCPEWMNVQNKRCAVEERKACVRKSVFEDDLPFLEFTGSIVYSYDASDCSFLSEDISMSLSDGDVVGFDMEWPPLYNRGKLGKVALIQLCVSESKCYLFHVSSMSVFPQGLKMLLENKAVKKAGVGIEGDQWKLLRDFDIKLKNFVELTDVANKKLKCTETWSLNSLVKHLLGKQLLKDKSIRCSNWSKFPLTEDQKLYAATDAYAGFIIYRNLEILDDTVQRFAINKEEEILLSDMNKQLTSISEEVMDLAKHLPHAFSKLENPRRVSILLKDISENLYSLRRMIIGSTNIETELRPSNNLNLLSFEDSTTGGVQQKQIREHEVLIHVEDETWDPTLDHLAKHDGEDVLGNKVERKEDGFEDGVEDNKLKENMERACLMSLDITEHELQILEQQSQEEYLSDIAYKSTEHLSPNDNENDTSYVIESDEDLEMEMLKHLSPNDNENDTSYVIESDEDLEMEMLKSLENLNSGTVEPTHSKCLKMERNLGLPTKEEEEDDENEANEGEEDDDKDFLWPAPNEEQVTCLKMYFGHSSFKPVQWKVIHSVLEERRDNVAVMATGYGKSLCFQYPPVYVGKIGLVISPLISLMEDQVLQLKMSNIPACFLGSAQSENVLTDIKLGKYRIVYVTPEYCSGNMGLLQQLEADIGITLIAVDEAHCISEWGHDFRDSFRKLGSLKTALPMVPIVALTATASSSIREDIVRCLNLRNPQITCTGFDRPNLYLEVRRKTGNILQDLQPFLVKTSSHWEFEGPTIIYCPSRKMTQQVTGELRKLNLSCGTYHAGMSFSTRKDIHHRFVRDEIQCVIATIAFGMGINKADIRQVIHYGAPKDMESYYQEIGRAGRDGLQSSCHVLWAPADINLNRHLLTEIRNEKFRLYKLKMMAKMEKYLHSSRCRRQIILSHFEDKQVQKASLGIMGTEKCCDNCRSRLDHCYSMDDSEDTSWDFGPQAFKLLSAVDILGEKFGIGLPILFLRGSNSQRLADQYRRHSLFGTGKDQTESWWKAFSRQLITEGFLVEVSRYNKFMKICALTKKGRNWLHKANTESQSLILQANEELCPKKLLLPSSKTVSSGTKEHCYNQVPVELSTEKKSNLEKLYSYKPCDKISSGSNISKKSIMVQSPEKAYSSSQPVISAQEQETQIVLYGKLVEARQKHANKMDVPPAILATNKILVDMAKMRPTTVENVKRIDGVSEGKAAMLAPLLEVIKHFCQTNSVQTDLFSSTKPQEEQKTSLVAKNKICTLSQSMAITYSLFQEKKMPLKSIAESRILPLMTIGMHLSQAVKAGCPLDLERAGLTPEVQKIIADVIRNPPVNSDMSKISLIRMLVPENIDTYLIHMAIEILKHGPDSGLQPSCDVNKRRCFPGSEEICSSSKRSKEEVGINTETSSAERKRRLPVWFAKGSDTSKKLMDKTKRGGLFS
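Primary qHTS, 1536-well format. 20 nM WRN + compound, 15 min RT; start with 100 nM forked fluorophore/quencher duplex, 2 mM ATP (final); kinetic read ex 525/em 598 nm.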
KB-V1 MDR tox: qHTS assay for MDR1-selective chemotherapeutics: Primary screen using the drug-selected MDR subline cells KB-V1; KB-V1 MDR cells viability, CellTiter-Glo, 72 h; Potency, µM (highest dose often 46.1 µM), without a hit: top-dose activity change, negative = cytotoxicity, most hits filed as cytotoxic; 400,000 tested, 3.4% active; note: potency is the fitted concentration of half-maximal effect; % is set by controls: 0 for no effect and ±100 for the full control effect; nearly all actives have a fitted effect of over 60% in size
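Potencies derive from concentration-effect curves fitted to normalized luminescence (CellTiter-Glo) of KB-V1 cells treated for 72 h at 37 degrees C in phenol-red-free DMEM containing 10% FBS.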
* = called active by the depositor; u = inconclusive; x = no result given; [ ] = another dose, or the depositor's remark. Unless noted, calls come from the whole dose curve; as a rule, active = well fitted curve in the direction sought with a large enough effect; inconclusive = small, poorly fitted or top-dose-only effect, or another doubt; inactive = no such curve, though single readings can be large; an effect the other way counts as inactive or inconclusive.

SMILES	IL1B secr inh	ATXN2 expr inh	KB-3-1 cytotox	SW480 rereplic	HT1080NT lethal	MCF10A rereplic	HT1080 IDH1KD tx	WRN helicase inh	KB-V1 MDR tox
Cc1cccc(SCc2noc(C(=O)NC(C)C)c2C(=O)O)c1	16.6	145.6%[activator]	u	-7.1%	0.0%	1.1%	-16.3%	1.8%	9.5%
Clc1ccc(Cn2c(-c3cccnc3Cl)nc3ccccc32)c(Cl)c1	12.8	-9.1%	u	3.6%	u	16.4µM*	u	-9.2%	23.1µM*
CC(C)(C)C1CCN2CCC[C@](c3ccccc3)(C1)C2OCCCO (stereo partly drawn)	6.1	-15.3%	-1.3%	x	-3.3%	x	-29.5%	-1.5%	1.4%
CN(C)CCCNc1ncnc2scc(-c3ccccc3)c12	-7.0	-5.4%	19.5%	0.2%	-2.5%	1.2%	-7.4%	-9.5%	-27.4%
Nc1cc2sc(-c3ccc(C(=O)O)cc3)nc2cc1Cl	10.1	-25.3%	u	18.1%	u	u	u	-25.8%	u
CN(CCN1CCOCC1)C(=O)CC1C(=O)NCCN1Cc1ccccc1C(F)(F)F (stereo not drawn)	12.6	-6.6%	17.1%	-9.5%	1.1%	1.3%	-0.8%	-16.1%	u
Cc1ccc(OCCN2C(=O)OC(C)(C)C2(C)O)cc1 (stereo not drawn)	0.0	6.5%	-5.7%	-2.7%	0.0%	0.6%	1.1%	-1.5%	-3.9%
CCCn1c(SCC(=O)Nc2ccc(S(=O)(=O)N3CCOCC3)cc2)n[nH]c1=O	1.9	x	5.1%	x	0.1%	x	-0.4%	5.2%	0.0%
CCOC(=O)c1c(NC(=O)Cc2ccccc2)sc2c1CC(C)(C)NC2(C)C	-28.1	-32.9%	4.4%	2.4%	-22.1%	6.5%	-11.3%	-2.7%	5.4%
Cc1ccc(NC(=O)CSc2nc3c(c(=O)[nH]2)CCC3)cc1C	12.9	34.3%[activator]	u	-2.0%	6.7%[9.24 µM]	2.9%	-13.1%	-2.5%	-6.1%
OC(COc1ccc(CNCCc2ccc(C(F)(F)F)cc2)cc1)CN1CCCCC1 (stereo not drawn)	-23.6	u	u	u	23.1µM*	u	23.1µM*	3.7%	u
COc1cccc(NC(=O)CN(C2=NC3CS(=O)(=O)CC3S2)c2cccc(C)c2)c1 (stereo not drawn)	-65.4*	-3.3%	-9.3%	0.1%	-11.1%	19.6%	2.8%	-2.8%	-5.2%
Cc1ccc(Cn2c(SCC(=O)N(C)C3CCS(=O)(=O)C3)nc3ccccc3c2=O)cc1 (stereo not drawn)	-54.8*	8.2%	3.0%	-7.2%	-11.8%	5.3%	-0.3%	2.1%	-28.7%
COc1ccc(OC)c(NC(=O)C(=O)N/N=C/c2ccccc2[N+](=O)[O-])c1	7.8	-14.5%	-18.3%	5.4%	-16.7%	-6.2%	-1.4%	-9.3%	16.5%
CC(C)CCn1nnnc1C(c1ccccc1)N1CCC(C(N)=O)CC1 (stereo not drawn)	47.5	-0.9%	0.0%	-2.2%[9.22 µM]	9.8%	-30.4%[inhibitor]	18.6%	3.9%	4.0%
COc1ccccc1N1C(=O)CC(Sc2ccccc2N)C1=O (stereo not drawn)	13.5	x	-6.6%	-1.1%	-0.7%	15.7%	-3.8%	0.5%	u
C/C(=N\Nc1nc(Cl)c(Cl)cc1Cl)c1ccc(S(=O)(=O)NCc2ccco2)cc1	-19.7	-24.3%	u	u	-2.2%	u	-29.3%	-19.1%	11.6µM*
CCCNc1c(NS(=O)(=O)c2ccc(C)cc2C)c(=O)oc2ccccc12	u	5.4%	-21.3%	-0.6%	0.3%	-0.4%	-3.1%	1.0%	-15.0%
Cc1oc(-c2cccc(Cl)c2)nc1CN1CCC(C(=O)NCc2cccnc2)CC1	-13.0	-1.9%	11.0%	0.2%	0.6%	11.1%	-2.8%	-0.6%	0.4%
Cc1cc(C)n(-c2ccc(C(=O)Nc3ccc(S(=O)(=O)N(C)C)cc3)cc2)n1	3.3	u	0.0%	-3.5%	-19.3%	u	-13.5%	-14.4%	u
O=C(/C=C/c1ccc(Cl)cc1)NCc1ccncc1	12.0	-4.9%	-2.3%	1.6%	-4.5%	-3.5%	-4.0%	-4.8%	u
CC(C)Oc1ccc(CN2CCC2(C)C(=O)Nc2cccc(Oc3ccccc3)c2)cc1 (stereo not drawn)	17.8	17.6%	u	x	15.6%	x	-19.7%	-10.5%	3.7%
COC(=O)COc1ccc(S(=O)(=O)N2CCN(c3ccccc3)CC2)cc1	42.1	-2.5%	1.6%	0.7%	16.5%	3.9%	16.2%	-6.3%	10.5%
COc1ccc(/C(C)=N/NC(=S)NCCc2ccccc2)c(O)c1	50.6	-34.0%	-9.0%	10.6%	u	u	u	-12.7%	-31.4%
CC(C)C(CCNC(=O)CC(Cc1ccccc1)c1ccco1)c1ccco1 (stereo not drawn)	12.4	-7.9%	-11.1%	9.0%	-13.8%	u	-6.8%	-12.2%[11.6 µM]	u

Following part.
SMILES	IL1B secr inh	ATXN2 expr inh	KB-3-1 cytotox	SW480 rereplic	HT1080NT lethal	MCF10A rereplic	HT1080 IDH1KD tx	WRN helicase inh	KB-V1 MDR tox
Cc1ccc(CSC2=NCCN2C(=O)C(C)Oc2ccccc2)cc1 (stereo not drawn)	-2.3	-13.0%	3.7%	-2.1%	13.0%	0.2%	21.1%	-17.0%	2.0%
Cc1oc2c(c1C(=O)NCc1ccccc1)CCCC2	-11.4	-1.2%	0.8%	-1.8%	0.0%	2.6%	28.8%	-4.4%	-0.7%
COc1cc(/C=N/NC(=O)C2C3CCCCC32C)cc(Br)c1O (stereo not drawn)	11.6	4.4%	27.7%	-0.8%	-9.6%	-2.1%	-4.7%	-19.7%[57.1 µM]	-0.2%
O=C(O)c1cccc(N(CCO)CCO)c1	5.1	3.6%	9.4%	-0.7%	-0.7%	2.3%	-3.0%	6.8%	22.6%
Cc1cc(C(=O)CSc2nnc(N)s2)c(C)n1Cc1cccs1	u	u	u	-70.2%[inhibitor]	-2.7%	16.3%	1.6%	6.6%	23.1µM*
CCc1cc2c(C)ccc(C)c2nc1SCC(=O)Nc1c[nH]c(=O)[nH]c1=O	71.4	-37.8%	-11.0%	u	-2.4%	u	-11.6%	-4.6%[57.1 µM]	10.2%
COc1ccc(CNCC(O)(c2ccccc2)c2ccc(F)cc2)cc1 (stereo not drawn)	-88.7*	-23.3%	-0.2%	u	-26.6%	15.1%	u	9.4%	-8.6%
CC(C)Cn1c(N)c(C(=O)CSc2nccn2C)c(=O)n(C)c1=O	12.2	-9.7%	13.1%	-6.1%	2.1%	0.2%	-0.7%	3.0%	-4.1%
O=S(=O)(c1ccccc1)N1N=C(c2cccs2)CC1c1cccc(O)c1 (stereo not drawn)	u	3.5%	-2.4%	7.2%	-18.1%	2.7%	-9.7%	-0.2%	-24.4%
CCSc1nnc2c(n1)OC1(CCCC1)Nc1ccccc1-2	19.1	7.3%	-8.2%	-14.3%	20.3%	0.7%	11.7%	0.8%	-5.3%
O=C(NCCC(=O)N1CCN(c2ncccn2)CC1)c1ccccc1	16.1	14.1%	13.2%	-2.7%	7.1%	-1.7%	13.1%	13.6%	u
O=C(Nc1ccc(-n2cnnn2)cc1)c1cc(S(=O)(=O)N2CCCC2)ccc1Cl	-4.2	-2.5%	-5.7%	-3.5%	0.0%	5.4%	5.7%	-17.2%	-4.8%
COn1c(-c2ccccc2)nc2c1CCc1c-2no[n+]1[O-]	-63.4*	0.1%	-22.6%	-7.5%	-1.3%	-0.2%	-10.7%[9.24 µM]	13.2%	-33.1%
COc1ccc(CC(=O)NC(C)c2nnc(SCC(=O)Nc3cc(C)ccc3OC)n2C)cc1 (stereo not drawn)	-15.5	-16.9%	17.7%	-4.5%	1.4%	3.4%	2.3%	-4.0%	-12.7%
O=C(Nc1ccc2c(c1)Cc1ccccc1-2)c1ccco1	-24.0	64.3%[activator]	16.9%	8.5%	-20.7%	u	0.6%	-14.5%	-12.6%
Cc1ccc(S(=O)(=O)N2C[C@H]3C(=O)C[C@@H](c4ccc(Cl)cc4)N(S(=O)(=O)c4ccccc4C)[C@H]3C[C@H]2c2cccc(Cl)c2)cc1	9.2	-3.4%	-1.6%	x	5.1%	x	12.6%	2.2%	13.6%
CCOC(=O)C1=C(N)OC2=C(C(=O)CC(C)(C)C2)C1c1cccs1 (stereo not drawn)	11.0	0.4%	2.3%	-1.5%	u	0.6%	15.6%	1.5%	-3.5%
CCOc1ccccc1NC(=O)C1CC2CCCC(C1)C2=O (stereo not drawn)	5.7	6.9%	-2.3%	-0.6%	4.1%	0.8%	-1.6%	11.5%	-19.9%

Compound profiles, as listed above. Order of values: IL1B secr inh | ATXN2 expr inh | KB-3-1 cytotox | SW480 rereplic | HT1080NT lethal | MCF10A rereplic | HT1080 IDH1KD tx | WRN helicase inh | KB-V1 MDR tox
Cc1ccc(CSC2=NCCN2C(=O)C(C)Oc2ccccc2)cc1 (stereo not drawn) as listed: -2.3 | -13.0% | 3.7% | -2.1% | 13.0% | 0.2% | 21.1% | -17.0% | 2.0%
CCOC(=O)C1=C(N)OC2=C(C(=O)CC(C)(C)C2)C1c1cccs1 (stereo not drawn) as listed: 11.0 | 0.4% | 2.3% | -1.5% | u | 0.6% | 15.6% | 1.5% | -3.5%
COn1c(-c2ccccc2)nc2c1CCc1c-2no[n+]1[O-] as listed: -63.4* | 0.1% | -22.6% | -7.5% | -1.3% | -0.2% | -10.7%[9.24 µM] | 13.2% | -33.1%
